697 NFkB inh = inhibitors of the PMA/ionomycin-induced NF-kB reporter in 697 B cells | 697 B-cell NF-kB luciferase reporter, 16 h | inhibition, % at 4 µM | 0.33% of 330,000 active; in the data active means inhibition above about 35%
Jurkat NFkB inh = inhibitors of the PMA/ionomycin-induced NF-kB reporter in Jurkat cells. PMA/ionomycin-induced NF-kB luciferase reporter, luminescence. inhibition, % at 4 µM. 0.53% of 330,000 active. AID 435003; in the data active means inhibition above about 50%
tim23-1 inh = inhibits growth of tim23-1 mutant yeast; S. cerevisiae tim23-1 growth, BacTiter-Glo luminescence, 24 h; inhibition, % at 20 µM; 1.3% of 330,000 active; AID 463212;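 active means growth inhibition of the mutant yeast at or above 50%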;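 further: temperature-sensitive mutant grown at 25 °C; plate controls were DMSO-treated mutant yeast for no effect and medium wells lacking yeast for full effect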
UPR CHOP act = activators of apoptotic arm of unfolded protein response (CHOP). CHO-CHOP luciferase reporter, UPR activation, luminescence; percent of tunicamycin response over DMSO baseline. activation, % at 10 µM. 0.34% of 330,000 active. AID 449763;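 active means at 10 µM dose, activation of 40% or more, normalized to positive control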;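 further: 100% = tunicamycin at 10 µg/mL and 0% = DMSO alone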
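Assay system: CHO cells with stable CHOP pathway luciferase reporter; Buffer or medium: F12 plus 10% serum; Times: 16-18 h cell attachment, then 6 h compound exposure, 37 °C; Signal: luciferase luminescence; Read-out basis: percent activation relative to tunicamycin control; Control set: tunicamycin high control, DMSO low control.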
Mdm2-MdmX inh = inhibitors of human Mdm2/MdmX interaction. inhibition, % at 8 µM. SaOS-2 split-luciferase Mdm2/MdmX complementation, luminescence. 3% of 330,000 active;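 active means inhibition of at least 50% at 8 µM in the primary screen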
APJ antagonist = antagonists of human APJ apelin receptor; CHO-K1 APJ beta-arrestin complementation, luminescence; AID 2521; inhibition, % at 20 µM; 0.32% of 330,000 active;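 active means inhibition above about 40% at 20 µM, limit read from the data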;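 further: cells challenged with 10 nM apelin-13 agonist together with compound; plate controls were apelin-13 plus DMSO wells for no effect and DMSO wells lacking apelin-13 for full effect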
Target sequence (P35414 whole entry, looked up): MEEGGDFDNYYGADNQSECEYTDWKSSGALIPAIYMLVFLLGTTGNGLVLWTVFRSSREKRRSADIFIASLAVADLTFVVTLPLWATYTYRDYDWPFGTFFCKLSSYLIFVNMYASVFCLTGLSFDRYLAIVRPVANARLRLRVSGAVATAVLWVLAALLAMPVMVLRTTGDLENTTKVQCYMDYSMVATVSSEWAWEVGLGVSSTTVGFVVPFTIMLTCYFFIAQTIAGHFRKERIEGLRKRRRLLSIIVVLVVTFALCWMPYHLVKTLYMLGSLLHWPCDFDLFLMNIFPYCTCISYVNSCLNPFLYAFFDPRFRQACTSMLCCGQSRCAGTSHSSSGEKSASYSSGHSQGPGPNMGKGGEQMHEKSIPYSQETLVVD
APJ ag = APJ receptor agonism. 0.11% of 330,000 active. CHO-K1 APJ PathHunter beta-arrestin, luminescence; 0% DMSO wells, 100% apelin. activation, % at 20 µM. P35414;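 active means activation more than six SD over the plate average, tested at 20 µM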;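 further: 0% = DMSO alone and 100% = apelin-13 at 10 nM; some results filed as inactive read as strong as hits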
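Test system – PathHunter CHO-K1 APJ (AGTRL-1) beta-arrestin reporter cells · Input – 1000 cells/well · Compound – single test compound dose, 20 µM final, 1% DMSO · Times – compound stimulation 90 min at 25 °C, detection 60 min · Technique – beta-gal luminescence · Read-out basis – APJ–arrestin association signal · Control set – negative DMSO alone, positive Apelin-13 at 10 nM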
XBP1 UPR activ = adaptive UPR (XBP1) activation; CHO-XBP1 luciferase reporter, IRE1-XBP1 UPR activation, luminescence; percent of tunicamycin response, DMSO as zero; activation, % at 20 µM; 0.33% of 330,000 active; AID 463104;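 active means versus positive control, 20 µM dose yields 30% or more activation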;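 further: 100% = tunicamycin at 10 µg/mL and 0% = DMSO only wells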
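Assay system: CHO-XBP1 luciferase reporter cells; Schedule: 6 h treatment, 37 °C; Detection: glow luminescence from Steady-Glo reagent; Benchmarks: high control tunicamycin 10 µg/mL final, low control DMSO vehicle only.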
Active calls of the source: *.

The first 4 entries as a preview:
SMILES	697 NFkB inh	Jurkat NFkB inh	tim23-1 inh	UPR CHOP act	Mdm2-MdmX inh	APJ antagonist	APJ ag	XBP1 UPR activ
N=C(N)c1c(O)n(C2CCCCC2)c(=O)n(C2CCCCC2)c1=O	-12.7	4.7	65.8*	0.0	39.3	14.1	4.7	6.6
Nc1c(C(=O)OC2CCCCC2)c2nc3ccccc3nc2n1CC1CCCO1 (configuration not stated)	7.6	2.2	48.6	-2.2	24.1	3.2	-3.7	2.5
COc1ccc(CCn2c(O)c(C=Nc3ccc(NC(C)=O)cc3)c(=O)[nH]c2=O)cc1OC	17.0	12.6	4.3	-0.3	2.9	8.8	3.3	-4.0
O=C(CN1CC(c2ccccc2)CC1=O)Nc1cccc(F)c1 (configuration not stated)	19.4	17.9	15.8	-1.7	0.2	21.1	-0.8	0.1

Main list, from the first entry:
SMILES	697 NFkB inh	Jurkat NFkB inh	tim23-1 inh	UPR CHOP act	Mdm2-MdmX inh	APJ antagonist	APJ ag	XBP1 UPR activ
N=C(N)c1c(O)n(C2CCCCC2)c(=O)n(C2CCCCC2)c1=O	-12.7	4.7	65.8*	0.0	39.3	14.1	4.7	6.6
Nc1c(C(=O)OC2CCCCC2)c2nc3ccccc3nc2n1CC1CCCO1 (configuration not stated)	7.6	2.2	48.6	-2.2	24.1	3.2	-3.7	2.5
COc1ccc(CCn2c(O)c(C=Nc3ccc(NC(C)=O)cc3)c(=O)[nH]c2=O)cc1OC	17.0	12.6	4.3	-0.3	2.9	8.8	3.3	-4.0
O=C(CN1CC(c2ccccc2)CC1=O)Nc1cccc(F)c1 (configuration not stated)	19.4	17.9	15.8	-1.7	0.2	21.1	-0.8	0.1
CC12CC[C@H]3[C@@H](CCC4(O)C[C@H](O)CCC34/C=N/NC(=O)c3ccccc3[N+](=O)[O-])C1(O)CCC2C1=CC(=O)OC1 (some centres not stated)	-73.8	-4.5	16.8	1.9	-35.1	4.8	-1.6	-0.1
COc1ccc(C=O)cc1O	20.2	14.0	9.7	-0.3	0.8	-20.4	4.7	2.1
COc1ccccc1NC1=NCCS1	13.5	-8.8	6.0	-0.1	4.8	5.2	-1.0	-0.2
CC(Cc1ccccc1Sc1ccc(O)cc1)N(C)C (configuration not stated)	10.9	18.9	-11.4	0.4	27.1	9.6	-4.8	15.7
CSc1nnc([C@@H](N)Cc2ccccc2)o1	12.7	-2.2	6.3	2.1	-35.5	-5.4	-2.6	-0.2

Fetched one by one from the entries so far:
SMILES	697 NFkB inh	Jurkat NFkB inh	tim23-1 inh	UPR CHOP act	Mdm2-MdmX inh	APJ antagonist	APJ ag	XBP1 UPR activ
COc1ccc(C=O)cc1O	20.2	14.0	9.7	-0.3	0.8	-20.4	4.7	2.1
CC12CC[C@H]3[C@@H](CCC4(O)C[C@H](O)CCC34/C=N/NC(=O)c3ccccc3[N+](=O)[O-])C1(O)CCC2C1=CC(=O)OC1 (some centres not stated)	-73.8	-4.5	16.8	1.9	-35.1	4.8	-1.6	-0.1
CSc1nnc([C@@H](N)Cc2ccccc2)o1	12.7	-2.2	6.3	2.1	-35.5	-5.4	-2.6	-0.2
COc1ccccc1NC1=NCCS1	13.5	-8.8	6.0	-0.1	4.8	5.2	-1.0	-0.2

High-throughput results (PubChem BioAssay)

The list is partial; rates above refer to the full screens.
